P. falciparum M1AAP: malaria alanyl aminopeptidase activity blockers – biochemical, fluorogenic H-Leu-NHMec substrate, 1536-well (AID 1445) | recombinant M1AAP, H-Leu-NHMec fluorogenic kinetic assay; higher % means a stronger effect | inhibition, % at 30 µM, or IC50 in µM where a hit was titrated | actives 0.42% (n = 220,000);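 active = primary inhibition above the hit cutoff, then over 50% inhibition at one or more dose response concentrations, cut at about 23% in these data, passing the limit was not always enough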;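 also: plate controls were DMSO full reaction for no effect and no enzyme background for full effect; strong numbers were not always called active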
ER stress rescue: protection against thapsigargin-triggered cell killing – 384-well, CSM14.1, ATP luminescence, primary screen (AID 1222); CSM14.1 thapsigargin-induced death rescue, ATP luminescence; higher % means a stronger effect; 190,000 tested, under 10 active; one-dose cellular ATP content (survival), % at 20 µM; EC50 in µM for titrated hits;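 active = EC50 below 50 µM in the dose-response confirmation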;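 also: death triggered by thapsigargin at about 15 µM added after 2 h compound pretreatment; cell ATP read after overnight thapsigargin exposure of roughly 18 to 22 hours; normalized against plate controls of thapsigargin alone and 5% DMSO vehicle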
MT stabilizer: stabilizes microtubules in HeLa cells; HeLa tubulin immunostaining HCS, 24 h; share of cells brighter than vehicle mean+2SD; actives 0.83% (n = 200,000); AID 2205; % tubulin-high responders, % at 10 µM;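 active = plate Z-score above 3 for both tubulin-high and condensed-nucleus cell shares, with cell loss under 80%, at 10 µM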;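 also: anti alpha tubulin signal scored within the nucleus-defined area of each cell; some results filed as inactive read as strong as hits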
b-catenin transl: alters nuclear translocation of beta-catenin in HeLa cells. immunofluorescence imaging. AID 1665. actives 0.3% (n = 190,000). nuclear translocation activity, % at 5 µM;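 active = nuclear translocation activity above 50% at 5 µM, with a well cell count of 50 or more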;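 also: per-cell ratio of nuclear to cytoplasmic median beta-catenin stain intensity; plate controls were DMSO negative control for no effect and GSK-3 inhibitor IX positive control for full effect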
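Read-out: Nuclear/cytoplasmic beta-catenin signal ratio, % activation | Assay system: Human HeLa cell line | Times: 24 h compound exposure at 37°C, 5% CO2 | Signal: Fluorescence imaging of beta-catenin antibody stain plus DAPI | Dosing: 5 µM primary, 0.02–20 µM confirmation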
Autophagy HCS: modulators of autophagy; actives 0.98% (n = 190,000); MEF GFP-LC3 puncta imaging; test concentration mostly 10 µM; AID 463193; calls only at 10 µM (by protocol);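 active = percentage of spot-positive cells more than 3 SD above its plate mean, without a fluorescence outlier flag or 80% toxicity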;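 also: spot-positive cell cutoff set from DMSO-treated cells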
P. falciparum M17LAP: P. falciparum M17LAP inhibitors, primary screen, biochemical, fluorogenic H-Leu-NHMec substrate, 1536-well (AID 1619). recombinant M17LAP, H-Leu-NHMec fluorogenic kinetic assay; higher % means a stronger effect. one-dose inhibition, % at 30 µM; IC50 in µM for titrated hits. actives 0.38% (n = 220,000);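 active = compound inhibiting the enzyme by more than half at any dose during confirmatory dose-response retesting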;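 also: plate controls were full reaction with DMSO carrier for no effect and no enzyme background for full effect; strong numbers were not always called active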
UTI89 phage lysis: protection from phage-mediated lysis, alamar blue read-out – E. coli UTI89, K1F phage, bacterial capsule biogenesis inhibitors (AID 488966). E. coli UTI89 K1F phage lysis, alamar blue, 2 h; higher % means a stronger effect. one-dose inhibition, % at 100 µM; IC50 in µM for titrated hits. actives 0.02% (n = 340,000);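 active = phage lysis inhibition, versus mean bacterial control, above a set limit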;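 also: capsule biogenesis inhibitors block K1F phage lysis so surviving cells raise fluorescence; higher fluorescence means more inhibition of phage lysis; actives were called in the ten point dose series up to 300 µM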
Insulin prom up: MIN6 insulin promoter up-regulation. MIN6 insulin promoter-GFP reporter, high-content imaging; stronger effect = higher value. AID 1625. actives 0.3% (n = 190,000). z-score at 5 µM;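 active = z-score above 3 at 5 µM with at least 500 cells counted in the well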
Dynein cargo inh: dynein cargo transport inhibition. 3617.4 mouse cells, GR-EGFP nuclear translocation imaging; test concentration mostly 20 µM; stimulated with dexamethasone, 1 µM; stronger effect = lower value. z-score, hits read low. actives 0.47% (n = 220,000);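 active = plate z-score of nuclear minus cytoplasmic receptor signal below a set negative limit, without overly bright fluorescence or cell loss, cut at about -3.5 in these data, passing the limit was not always enough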;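 also: z-score of nuclear minus cytoplasmic ring GR-EGFP intensity difference per well; some compounds called inactive have numbers as strong as hits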
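Buffer or medium: Induction medium lacking tetracycline, stripped serum | Also added: Dexamethasone agonist, 1.0 µM final, for 30 min | Timing: 48 h induction, 1 h compound, 30 min dex at 37 °C | Detection: Formaldehyde fixation, Hoechst nuclear stain, 10x automated fluorescence imaging | Measure: Nuclear versus cytoplasmic GR-EGFP signal, averaged per well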
Dynein cargo inh cytoplasmic EGFP: second read-out of Dynein cargo inh, no call of its own (marks repeat the call); z-score; measured here: cytoplasmic GR-EGFP intensity; stronger effect = higher value
Dynein cargo inh nuclear GR-EGFP: recorded beside Dynein cargo inh, whose call it bears; z-score; measured here: nuclear GR-EGFP intensity;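 lower value marks the stronger effect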
Dynein cargo inh cell count: second read-out of Dynein cargo inh, no call of its own (marks repeat the call); z-score; measured here: cell count per field
Insulin prom up cell count: further read-out of Insulin prom up, marked with its call; cell count; measured here: cytotoxicity, nuclei count;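 total cells summed across four imaged fields per well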
b-catenin transl cell count 5 µM: also measured in b-catenin transl; calls as there; cell count; measured here: cell count, cytotoxicity flag
MT stabilizer Hoechst-high %: recorded beside MT stabilizer, whose call it bears; % Hoechst-high responders; measured here: nuclear condensation Hoechst responders;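 share of cells brighter than vehicle mean plus two SD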
MT stabilizer cytotoxicity %: second read-out of MT stabilizer, no call of its own (marks repeat the call); toxicity, %; measured here: cytotoxicity by cell density;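 0% = mean cell density of plate MIN control wells and 100% = no cells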
Autophagy HCS cell loss 18 h: second read-out of Autophagy HCS, no call of its own (marks repeat the call); toxicity, %; measured here: cell loss, nuclei count;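 cell loss after 18 h compound exposure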
An asterisk follows results filed as active; i = inactive; . = no result given; [ ] = remark or other dose.

Under each structure: Autophagy HCS	b-catenin transl	P. falciparum M1AAP	Dynein cargo inh nuclear GR-EGFP	P. falciparum M17LAP	Insulin prom up	b-catenin transl cell count 5 µM	Insulin prom up cell count	UTI89 phage lysis	Autophagy HCS cell loss 18 h	Dynein cargo inh cell count	MT stabilizer cytotoxicity %	MT stabilizer Hoechst-high %	Dynein cargo inh	MT stabilizer	Dynein cargo inh cytoplasmic EGFP	ER stress rescue
- O=C(O)CSc1c(O)c2ccccc2[nH]c1=O
→ i	0.0	8%	-0.24	11%	0.19	1497	1473	0.1%	-2	1.2	3.3	1.1	0.15	2.3	-0.36	-1.5%
- CCOc1ccc(N2CC(C(=O)Nc3ccc4c(c3)OCO4)CC2=O)cc1 (stereo unspecified)
→ i	-1.4	0%	0.055	3%	0.15	1116	1254	0.3%	15	0.16	0.5	1.4	-0.012	2.3	-0.17	-0.7%
- O=C(Nc1ccc(F)c(Cl)c1)Nc1csc2ccccc12
→ .	-1.4	1%	0.25	4%	-1.5	1329	916	-1.5%	.	0.048	.	.	-0.34	.	-0.23	.
- COc1ccccc1C1CN(c2ccccc2)N=C1c1cccs1 (stereo unspecified)
→ i	.	-1%	0.86	-13%	-0.35	.	913	0.0%	-9	-0.89	3.2	1.5	0.72	2.5	-0.23	0.1%
- CCC(C)(C)n1nnnc1C(c1ccc2ncccc2c1)N1CCCC(C)C1 (stereo unspecified)
→ i	-1.9	-2%	0.26	-2%	-0.1	1166	1055	1.1%	0	1.2	4.9	3.6	0.75	4.3	-0.21	2.2%
- N#Cc1cc2c(nc1SCc1cccnc1)CCC2
→ i	-2.5	6%	0.3	8%	0.54	1157	803	0.7%	-9	0.16	7.4	2.4	0.0057	6.0	-0.21	-1.4%
- CCCCN(C(=O)CCC(=O)O)C1CC(=O)N(c2ccc(OCCC)cc2)C1=O (stereo unspecified)
→ i	.	-11%	-0.32	0%	-0.49	.	1236	-0.6%	2	-0.47	5.0	2.5	-0.54	3.8	-0.23	-3.1%
- O=C(Nc1nc(-c2ccc(Cl)s2)cs1)c1ccco1
→ i	-4.1	2%	0.94	0%	-0.39	1130	1374	0.1%	-7	-2.1	6.6	1.3	2.1	3.5	-0.16	-2.0%
- CCN(CC)c1ccc(C(=O)NNC(=O)CCl)cc1
→ i	-0.1	3%	1.1	-1%	0.54	1030	939	0.3%	3	-1.4	3.4	2.4	3.2	1.7	0.00013	-0.6%
- COc1ccc(CCNC(=O)c2ccc(-c3ccc([N+](=O)[O-])cc3)o2)cc1OC
→ i	1.3	4%	-0.31	11%	.	1047	.	2.3%	9	-0.54	2.2	3.5	-0.42	1.9	-0.12	-1.0%
- COc1ccc(-c2csc(NC(=O)CSc3nc(C)nc4sc(C(=O)O)c(C)c34)n2)cc1
→ .	-2.4	13%	-0.057	-3%	0.4	1194	1516	-0.3%	.	0.42	.	.	-0.5	.	0.21	.
- CCCCSc1nc(C)cc(SCC(=O)N/N=C/c2ccccc2)n1
→ i	-0.8	6%	0.17	-3%	.	449	.	0.1%	10	0.11	1.3	1.2	0.069	2.2	-0.27	-2.1%
- Cc1[nH]c2ccccc2c1N=Nc1cc(C(=O)O)cc(C(=O)O)c1
→ i	0.8	9%	-0.16	22%	-0.15	1527	1337	0.3%	23	0.69	1.6	1.3	-0.54	1.4	-0.32	-0.2%
- O=C(COc1cccc2ccccc12)N1c2ccccc2CCc2ccccc21
→ i	.	4%	0.42	9%	.	.	.	1.9%	20	-0.29	3.2	2.5	0.16	2.6	-0.098	9.9%
- Cc1cccc(Nc2cc(=O)[nH]c(=O)[nH]2)c1C
→ i	-1.2	-1%	0.21	10%	-0.22	1125	1370	0.6%[50 µM]	10	-0.66	0.8	1.4	0.13	3.1	-0.15	0.2%
- COc1ccc(CN(C(=O)CO/N=C/c2ccccc2)c2ccccc2C(=O)O)cc1
→ i	1.4	-2%	-0.38	10%	-1.1	1244	1376	0.0%	1	0.73	4.9	2.7	-0.49	3.0	-0.33	2.7%
- CN1CCN(c2oc(-c3ccc([N+](=O)[O-])cc3)nc2C#N)CC1
→ .	-0.2	4%	-0.28	-6%	0.84	1355	788	0.5%	.	-0.75	.	.	0.087	.	-0.75	.
- CC(C)n1c(N2CCN(C(=O)Nc3ccc(Cl)cc3)CC2)nc2ccccc21
→ i	-1.2	.	0.35	.	-0.1	987	1491	0.3%	13	0.18	2.8	0.8	0.14	1.0	-0.24	0.4%
- CCOc1ccc(CCNc2ccc3nnc(-c4ccccc4)n3n2)cc1OCC
→ i	7.1	7%	0.59	2%	-2.8	565	866	i	-39	0.29	0.2	3.4	-0.42	3.5	-0.24	-3.2%
- O=C(NCC1(c2ccccc2)CCOCC1)c1ccc(Br)o1
→ i	5.0	11%	0.15	8%	0.73	769	1012	1.7%	36	0.12	11	1.7	-0.02	2.0	-0.2	-1.1%
- CC(C)C(=O)N(Cc1ccccc1)c1ccccn1
→ i	-8.6	1%	0.35	0%	.	925	.	1.2%	3	0.38	12	1.8	0.28	1.3	-0.35	-2.9%
- Cc1nn(CC(=O)NC2C(=O)N3C(C(=O)O)=C(CSc4nnnn4C)CSC23)cc1Br (stereo unspecified)
→ i	-0.2	10%	0.028	19%	-0.4	1126	1243	-0.5%	-16	0.14	0.2	1.5	-0.19	2.7	-0.29	2.7%
- CC(=O)c1c(C(C)=O)c(C)n(-c2nc(-c3ccccc3)c(C)s2)c1C
→ i	.	6%	-0.15	-5%	0.72	.	1261	0.6%	2	0.11	62	1.2	-0.27	3.0	-0.16	.
- Cc1ccc(NC(=S)NC(=O)c2ccc(Br)o2)c(C)c1
→ i	-0.6	-3%	0.0076	-4%	1.5	1584	1302	4.9%	0	0.34	6.8	0.5	0.62	9.3	0.22	-1.6%
- CCc1cc2c(C)ccc(C)c2nc1SCC(=O)Nc1c(C)[nH]c(=O)[nH]c1=O
→ i	-1.8	-3%	0.71	3%	0	943	1198	1.6%[50 µM]	5	-1.8	7.5	3.2	1.6	2.6	-0.064	-2.5%
- CCOC(=O)C(=CNNc1cccc(Cl)c1)C(=O)OCC
→ .	0.6	-3%	-0.19	0%	0.15	1375	998	1.3%	.	0.54	.	.	-0.018	.	-0.18	.
- CCC(=O)N/C(=N/c1nc(C)cc(C)n1)Nc1cccc(OC)c1
→ i	-4.0	1%	0.28	11%	-1.1	1145	847	0.0%	7	0.6	11	1.9	-0.16	3.2	0.3	-2.7%
- CN(CC(=O)N1CCc2[nH]c3ccc(F)cc3c2C1)CC1OCCO1
→ i	-0.4	-1%	0.081	11%	0.28	806	1353	.	-1	-1.4	1.2	1.1	-0.12	2.6	-0.1	-0.9%
- O=C(CN(C(=O)CNC(=O)c1ccco1)c1ccc2c(c1)OCO2)NC1CCCCC1
→ i	-0.6	-1%	-0.24	2%	0.02	676	995	-0.9%	-3	0.48	13	2.2	-0.73	0.9	-0.17	-2.2%
- CCCN(Cc1cc2cc(OC)ccc2[nH]c1=O)C(=O)c1ccco1
→ .	-0.4	6%	-0.37	-11%	-0.13	1280	1030	-0.2%[50 µM]	.	1	.	.	-1	.	-0.26	.
- O=C(C1CCCCC1)N1CCC(n2nnc3ccccc32)CC1
→ i	-0.3	2%	-0.73	-2%	.	1171	.	0.1%	-2	0.7	8.6	1.5	-1.3	2.8	-0.26	-0.7%

A second format for some results above:
compound: O=C(COc1cccc2ccccc12)N1c2ccccc2CCc2ccccc21
- Autophagy HCS: i
- b-catenin transl: .
- P. falciparum M1AAP: 4%
- Dynein cargo inh nuclear GR-EGFP: 0.42
- P. falciparum M17LAP: 9%
- Insulin prom up: .
- b-catenin transl cell count 5 µM: .
- Insulin prom up cell count: .
- UTI89 phage lysis: 1.9%
- Autophagy HCS cell loss 18 h: 20
- Dynein cargo inh cell count: -0.29
- MT stabilizer cytotoxicity %: 3.2
- MT stabilizer Hoechst-high %: 2.5
- Dynein cargo inh: 0.16
- MT stabilizer: 2.6
- Dynein cargo inh cytoplasmic EGFP: -0.098
- ER stress rescue: 9.9%

compound: Cc1cccc(Nc2cc(=O)[nH]c(=O)[nH]2)c1C
- Autophagy HCS: i
- b-catenin transl: -1.2
- P. falciparum M1AAP: -1%
- Dynein cargo inh nuclear GR-EGFP: 0.21
- P. falciparum M17LAP: 10%
- Insulin prom up: -0.22
- b-catenin transl cell count 5 µM: 1125
- Insulin prom up cell count: 1370
- UTI89 phage lysis: 0.6%[50 µM]
- Autophagy HCS cell loss 18 h: 10
- Dynein cargo inh cell count: -0.66
- MT stabilizer cytotoxicity %: 0.8
- MT stabilizer Hoechst-high %: 1.4
- Dynein cargo inh: 0.13
- MT stabilizer: 3.1
- Dynein cargo inh cytoplasmic EGFP: -0.15
- ER stress rescue: 0.2%
